Compound activity (PubChem)
TNAP activation fold: human TNAP enzyme activators, primary screen, biochemical, luminescent, no phosphate acceptor, uHTS (AID 1001); purified TNAP, luminescent activation assay, no phosphate acceptor; higher activation fold means a stronger effect; 0.03% of 200,000 active; activation fold at 20 µM, or EC50 in µM where a hit was titrated; Alkaline phosphatase, tissue-nonspecific isozyme (Homo sapiens); in the data active = activation fold from about 3, or a potency from the dose series; inactive = the rest, 99 in 100 with activation fold below about 1.6; note: many of its hits are not listed in these tables
GPR55 activation: GPR55 agonists via beta-arrestin recruitment, primary screen, imaging, U2OS cells, beta-arrestin-GFP redistribution (AID 1961) | U2OS GPR55 beta-arrestin-GFP redistribution imaging; higher % means a stronger effect | G-protein coupled receptor 55 (Homo sapiens) | 0.048% of 290,000 active | activation, % at 10 µM, or EC50 in µM where a hit was titrated;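 active = activation above 40% with more than 50 cells counted in the well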;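 note: U2OS osteosarcoma cells stably expressing GPR55 and beta-arrestin-GFP; plate controls were DMSO negative control for no effect and LPI positive control for full effect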
KOR beta-arrestin-1: KOR antagonists, beta-arrestin recruitment, cell-based, luminescence, uHTS (AID 1778). Kappa-type opioid receptor (Homo sapiens). KOR beta-arrestin recruitment, luminescence, antagonist mode; higher % means a stronger effect. inhibition, % at 10 µM; hits with a dose series show IC50 in µM. 0.091% of 290,000 active; note: strong numbers were not always called active
NTR1 agonist: agonists of NTR1, primary screen, imaging, U2OS cells, beta-arrestin-GFP, high content (AID 493036); Neurotensin receptor type 1 (Homo sapiens), P30989; NTR1-U2OS beta-arrestin-GFP spot imaging, agonist mode; activation, % at 20 µM; 0.17% of 330,000 active;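 active = activation at or above 40% of the spot to cytoplasm intensity ratio, with at least 20 cells analyzed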;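 note: 0% = DMSO without peptide and 100% = 100 nM NTR1 peptide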
Target sequence (P30989 whole entry, looked up): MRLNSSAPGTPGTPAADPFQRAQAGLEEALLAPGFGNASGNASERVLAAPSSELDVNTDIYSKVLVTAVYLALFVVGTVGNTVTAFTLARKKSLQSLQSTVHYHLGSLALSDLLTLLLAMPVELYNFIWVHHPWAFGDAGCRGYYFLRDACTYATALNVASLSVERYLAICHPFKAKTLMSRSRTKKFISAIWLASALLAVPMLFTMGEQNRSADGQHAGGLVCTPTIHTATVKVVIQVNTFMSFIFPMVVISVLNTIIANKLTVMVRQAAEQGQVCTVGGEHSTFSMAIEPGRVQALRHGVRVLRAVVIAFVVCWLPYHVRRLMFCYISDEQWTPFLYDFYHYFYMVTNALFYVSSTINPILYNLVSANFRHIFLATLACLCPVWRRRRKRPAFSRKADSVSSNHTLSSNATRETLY
KOR beta-arrestin-2: KOR agonists, beta-arrestin recruitment, primary screen, cell-based, luminescence, uHTS (AID 1777). Kappa-type opioid receptor (Homo sapiens). KOR beta-arrestin recruitment, luminescence; higher % means a stronger effect. 0.02% of 280,000 active. one-dose activation, % at 10 µM; EC50 in µM for titrated hits; in the data active = activation above about 50%, passing the limit was not always enough; note: a part of the inactive calls stands beside numbers as strong as those of hits
HEK293 NOD2/NF-kB: NOD2 signaling inhibitors, cell-based, luminescence, uHTS, HEK293 (AID 1566); HEK293 NOD2/NF-kB luciferase reporter, luminescence; higher % means a stronger effect; one-dose inhibition, % at 4 µM; EC50 in µM for titrated hits; 0.63% of 290,000 active; note: many of its hits are not listed in these tables
NOD1 inhibition: NOD1 signaling inhibitors, primary screen, cell-based, luminescence, uHTS (AID 1578). NOD1-driven NF-kB luciferase reporter cells, luminescence; higher % means a stronger effect. 1% of 290,000 active. inhibition, % at 4 µM, or EC50 in µM where a hit was titrated; in the data active = inhibition mostly above about 36%, no sharp cut-off; inactive = mostly below about 34%;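 note: HEK-293T reporter cells stimulated with the NOD1 agonist gamma-tri-DAP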
CSM14.1 death rescue: rescue of cells from ER stress-induced death, primary screen, 384-well, CSM14.1, thapsigargin, ATP luminescence (AID 1222); cellular ATP content (survival), % at 20 µM, or EC50 in µM where a hit was titrated; 190,000 tested, under 10 active; CSM14.1 thapsigargin-induced death rescue, ATP luminescence; higher % means a stronger effect;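 active = EC50 below 50 µM in the dose-response confirmation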;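 note: death triggered by thapsigargin at about 15 µM added after 2 h compound pretreatment; cell ATP read after overnight thapsigargin exposure of roughly 18 to 22 hours; normalized against plate controls of thapsigargin alone and 5% DMSO vehicle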
Yfh1-depleted yeast: enhancers of respiration in Yfh1-depleted yeast, dose response, Friedreich's ataxia, plus single-dose screen (AID 1465) | S. cerevisiae Yfh1-off respiration, WST-1 reduction, 72 h; higher fold induction means a stronger effect | fold induction at 50 µM; hits with a dose series show EC50 in µM | 0.074% of 220,000 active;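 active = fold induction of absorbance versus untreated yeast above a set limit, then at least 30% activation at any dose in follow-up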;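 note: activators that raise dye reduction in frataxin-depleted yeast; strong numbers were not always called active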
NTR1 agonist cell count 20 µM: also measured in NTR1 agonist; calls as there; cell count; measured here: cell count, cytotoxicity flag
Starred values were filed as active, the others as inactive; i = inactive; · = no result given; [ ] = remark or other dose. Cut-off read from the data, not from the text of the source, unless noted: active = inhibition above about 50%; inactive = the rest. An excerpt. The share of hits here may be higher or lower than overall.

| nr | Compound | TNAP activation fold | GPR55 activation | KOR beta-arrestin-1 | NTR1 agonist | NTR1 agonist cell count 20 µM | KOR beta-arrestin-2 | HEK293 NOD2/NF-kB | NOD1 inhibition | CSM14.1 death rescue | Yfh1-depleted yeast |
| --- | --- | --- | --- | --- | --- | --- | --- | --- | --- | --- | --- |
| 1 | Cc1noc(C)c1C(=O)Nc1ccc(-n2ccc(C(F)(F)F)n2)cc1 | · | -0.1% | 1% | 0.2 | 78 | -2.9% | 4% | -8% | · | · |
| 2 | O=C(c1cc(F)ccc1F)C1CCCN(C(=O)c2ccc3nccnc3c2)C1 (stereo not drawn) | · | -0.1% | 0% | -0.9 | 63 | 3.0% | 4% | 10% | · | · |
| 3 | Cc1ccc(C(=O)c2cc([N+](=O)[O-])ccc2N2CCN(C)CC2)cc1 | 1 | -0.1% | 7% | 0.7 | 47 | 4.3% | -22% | 8% | -1.6% | i |
| 4 | O=C(OCCNC(=O)c1ccc2ccccc2n1)c1ccc(F)cc1 | 1 | -0.1% | -23% | 0.2 | 62 | 2.9% | 8% | 3% | -0.5% | i |
| 5 | Cc1occc1C(=O)N/N=C/c1ccc(-c2ccccc2)cc1 | · | 0.0% | -10% | 2.3 | 57 | -5.5% | -193% | -67% | · | · |
| 6 | Cc1ccccc1CS(=O)(=O)c1cnc2ccccc2n1 | 1.1 | -0.2% | -62% | -0.4 | 32 | 0.9% | 2% | 45% | -2.1% | i |
| 7 | O=C1NCN(c2ccccc2)C12CCN(c1nnnn1-c1ccccc1)CC2 | 1.1 | -0.1% | · | 1.5 | 66 | · | 13% | 2% | -3.2% | i |
| 8 | CCOc1cc(NC(=S)NC)c(OCC)cc1NC(=O)c1ccco1 | 1 | -0.3% | 17% | -1.5 | 39 | 0.1% | 11% | 39% | 1.3% | i |
| 9 | COc1cc(/C=N/NC(=O)c2ccncc2)cc(OC)c1OC | · | -0.3% | -12%[20 µM] | 1.6 | 54 | -3.6% | 13% | -4% | · | · |
| 10 | Cc1nc2c(-c3ccc(F)cc3)c(C)nn2c(N2CCOCC2)c1C | 1.1 | -0.1% | -20% | 8.1 | 93 | 0.9% | 2% | 8% | -2.0% | i |
| 11 | CC(=O)Nc1ccc(C(=O)OCC(=O)c2ccc(F)cc2)cc1 | 1.2 | -0.8% | -10% | -1.6 | 40 | 5.8% | -11% | -18% | -1.1% | i |
| 12 | O=C(CSc1ccccc1)Nc1nccs1 | 1.1 | -0.2% | -18% | 2.1 | 91 | 3.2% | -10% | -34% | -0.2% | i |
| 13 | CCN1CCN(c2ccc(S(=O)(=O)N3CCCCC3)cc2NC(=O)c2ccc(F)cc2)CC1 | 1.1 | -0.3% | 2% | 2.7 | 58 | 1.2% | 8% | -17% | -6.8% | i |
| 14 | CC(=O)NC(Cc1cccc(F)c1)C(=O)NC1CCN(c2ncccc2[N+](=O)[O-])CC1 (stereo not drawn) | 1 | -0.1% | 11% | 0.4 | 31 | -0.2% | 0% | -35% | 1.4% | i |
| 15 | COc1ccc(C2Nc3ccccc3C(=O)N2NS(C)(=O)=O)cc1OC (stereo not drawn) | 1.1 | 0.1% | 1% | 0.1 | 94 | -5.5% | -8% | -22% | 6.8% | i |
| 16 | CCCOc1ccc(OCCn2nc(C(=O)O)c3ccccc3c2=O)cc1 | 1.1 | -0.5% | -54% | 5.2 | 51 | 0.2% | -5% | -29% | -0.1% | i |
| 17 | Cc1ccc(N2C(=O)CCC2(C#N)c2ccccc2)cc1 (stereo not drawn) | · | -0.1% | -23% | 0.7 | 44 | 4.2% | -10% | -4% | · | i |
| 18 | Cc1cccn2c(=O)c(/C=C(\C#N)C(N)=O)c(N3CCN(Cc4ccc5c(c4)OCO5)CC3)nc12 | 1 | 0.5% | 11% | 0.0 | 64 | -3.8% | 5% | -26% | -0.4% | i |
| 19 | COc1cc(/C=N/NC(=O)c2ccc(CSc3nc4ccccc4[nH]3)cc2)cc(OC)c1OC | 1 | 1.0% | -5% | 1.7 | 52 | 1.5% | 11% | 25% | -0.8% | i |
| 20 | Cc1cccc(NC(=O)C2CCCN2C(=O)Oc2ccccc2)c1 (stereo not drawn) | 1.1 | -0.2% | -72% | -0.6 | 51 | 8.4% | 6% | -12% | -2.1% | i |
| 21 | Cc1c(/C=N/n2cnnc2)c2ccccc2n1CCOc1ccccc1 | 1.1 | -0.2% | -31% | 4.3 | 62 | -2.2% | 8% | -10% | -2.0% | i |
| 22 | O=C(CSc1n[nH]c(=O)n1Cc1ccco1)Nc1ccccc1Cl | · | -0.2% | 28% | -1.0 | 52 | 2.8% | 2% | 5% | · | i |
| 23 | CCOP(=O)(OCC)C(NC(=O)Nc1cccc(Cl)c1)C(N)=O (stereo not drawn) | 1.1 | 0.6% | -13% | -1.6 | 57 | -5.5% | -2% | 42% | -3.8% | i |
| 24 | O=C(Nc1ccc(F)cc1F)c1ccc2nc(N3CCOCC3)sc2c1 | · | -0.1% | -1%[20 µM] | 7.3 | 62 | -3.1% | 8% | -6% | · | · |

By substructure, the compounds so far containing a furan ring, fused or not (3)
| nr | Compound | TNAP activation fold | GPR55 activation | KOR beta-arrestin-1 | NTR1 agonist | NTR1 agonist cell count 20 µM | KOR beta-arrestin-2 | HEK293 NOD2/NF-kB | NOD1 inhibition | CSM14.1 death rescue | Yfh1-depleted yeast |
| --- | --- | --- | --- | --- | --- | --- | --- | --- | --- | --- | --- |
| 5 | Cc1occc1C(=O)N/N=C/c1ccc(-c2ccccc2)cc1 | · | 0.0% | -10% | 2.3 | 57 | -5.5% | -193% | -67% | · | · |
| 8 | CCOc1cc(NC(=S)NC)c(OCC)cc1NC(=O)c1ccco1 | 1 | -0.3% | 17% | -1.5 | 39 | 0.1% | 11% | 39% | 1.3% | i |
| 22 | O=C(CSc1n[nH]c(=O)n1Cc1ccco1)Nc1ccccc1Cl | · | -0.2% | 28% | -1.0 | 52 | 2.8% | 2% | 5% | · | i |

(next part)
| nr | Compound | TNAP activation fold | GPR55 activation | KOR beta-arrestin-1 | NTR1 agonist | NTR1 agonist cell count 20 µM | KOR beta-arrestin-2 | HEK293 NOD2/NF-kB | NOD1 inhibition | CSM14.1 death rescue | Yfh1-depleted yeast |
| --- | --- | --- | --- | --- | --- | --- | --- | --- | --- | --- | --- |
| 25 | COc1cccc(C(=O)OCC(=O)c2c[nH]c3ccccc23)c1O | 1.2 | 0.0% | 22% | 0.1 | 55 | -2.4% | -1% | -13% | -0.3% | i |
| 26 | O=C(CCCC(=O)c1ccccc1)NCCc1ccccc1 | · | -0.2% | 7% | -1.0 | 43 | -0.2% | 4% | -4% | · | · |
| 27 | CC(C)C(=O)Nc1c2c(nc3c1CCC3)CCCC2 | 1.1 | 0.1% | -16% | 0.4 | 29 | -4.1% | 13% | -15% | 1.1% | i |
| 28 | O=C1CCCN1CN1CCCCC1 | 1.1 | -0.1% | 1% | -0.1 | 65 | -1.1% | 12% | -3% | -0.6% | i |
| 29 | CC(C)CNC(=O)C(=O)Nc1cc2c3c(c1)C(C)C(=O)N3CCC2 (stereo not drawn) | · | -0.1% | 12% | 1.3 | 55 | 0.2% | 10% | 7% | · | · |
| 30 | Cc1nc2scc(C)n2c(=O)c1S(=O)(=O)NCC1CCN(Cc2ccc(F)cc2)CC1 | · | -0.2% | -17% | -0.1 | 75 | -0.9% | 14% | 23% | · | · |
| 31 | COc1ccc(-c2cc(C(=O)NCc3ccco3)c3ccccc3n2)cc1 | · | -0.3% | -58%[20 µM] | -0.1 | 47 | 5.8% | 16% | -6% | · | · |
| 32 | CCOC1(C)OCC(=O)[C@]2(CCC3C4CCC5=CC(=O)C=CC5(C)C4C(=O)CC32C)O1 (stereo partly drawn) | 1.1 | 0.2% | 3% | 4.2 | 79 | -0.4% | 2% | -8% | -1.0% | i |
| 33 | CC12C=CC3(O1)C(C(=O)N1CCCOC13)C2C(=O)O (stereo not drawn) | 1.1 | 0.1% | -19%[20 µM] | 1.4 | 45 | · | 12% | -8% | 0.1% | i |
| 34 | COc1ccc(S(=O)(=O)N(CC(=O)N2CCN(C)CC2)c2ccccc2)cc1OC | 1.1 | -0.1% | 8% | -1.6 | 49 | -9.6% | 6% | -14% | 2.3% | i |
| 35 | CCc1cccc(C)c1NC(=O)CC1Oc2ccc(C)cc2NC1=O (stereo not drawn) | · | 0.0% | -4% | 0.9 | 40 | 2.4% | 15% | -13% | · | · |
| 36 | CCOC(=O)c1sc(NC(=O)c2cc3c(C)nn(-c4ccccc4)c3s2)nc1C | 1 | -0.2% | -2% | · | · | -1.3% | -1% | -15% | 0.1% | · |
| 37 | CC(C)Oc1ccc(C2CC(=O)N(c3cccc(Br)c3)C2=O)cc1 (stereo not drawn) | · | -0.3% | 2% | 1.9 | 40 | -0.6% | -7% | -1% | · | i |
| 38 | O=C(CSc1ccccc1)Nc1cccnc1 | 1 | -0.1% | 5% | 0.9 | 81 | 2.7% | -11% | -17% | -1.2% | i |
| 39 | c1ccc(CSc2ccc(-c3ccc4c(c3)OCO4)nn2)cc1 | 1.2 | -0.3% | -9% | 7.8 | 57 | -1.7% | -167% | -46% | 0.5% | i |
| 40 | CS(=O)(=O)N(Cc1ccccc1)c1ccc(C(=O)Nc2ccccc2Sc2ccccc2)cc1 | 1 | -0.1% | 28% | 1.0 | 67 | -0.2% | 27% | -11% | 3.2% | · |
| 41 | COc1cc(OC)c(C2=NOC(C(=O)O)C2)cc1Cl (stereo not drawn) | 1.1 | 0.2% | 34% | 0.5 | 46 | 2.9% | -4% | -23% | -2.6% | i |
| 42 | Cc1cc(Nc2ccccc2)nn1C(=O)c1ccc([N+](=O)[O-])cc1 | 1 | -0.2% | 25% | 14 | 45 | 9.6% | 9% | -14% | -1.0% | i |
| 43 | C=CCN1C(=O)S/C(=C\c2ccc(N3CCOCC3)cc2C)C1=O | 1 | -0.1% | -40% | 4.2 | 88 | 2.1% | -26% | -63% | 9.3% | i |
| 44 | c1ccc(CC2CCN(Cc3ccccn3)CC2)cc1 | 1 | 0.0% | -28%[20 µM] | 0.1 | 38 | -1.0% | -7% | -24% | -0.8% | i |
| 45 | C/C(=N\NC(=O)CNC(=O)c1ccc(Br)cc1)c1ccco1 | · | -0.1% | -8% | 0.5 | 75 | 0.6% | 17% | -12% | · | · |
| 46 | O=C(CNC(=O)c1cccc(OC(F)F)c1)OCc1cc(=O)n2cc(Br)ccc2n1 | 1 | -0.2% | 10% | 0.2 | 50 | -2.1% | 21% | 5% | -2.7% | i |

Some of these compounds in order of their number in GPR55 activation, falling:
nr | mol | GPR55 activation
41 | COc1cc(OC)c(C2=NOC(C(=O)O)C2)cc1Cl (stereo not drawn) | 0.2%
44 | c1ccc(CC2CCN(Cc3ccccn3)CC2)cc1 | 0.0%
43 | C=CCN1C(=O)S/C(=C\c2ccc(N3CCOCC3)cc2C)C1=O | -0.1%
42 | Cc1cc(Nc2ccccc2)nn1C(=O)c1ccc([N+](=O)[O-])cc1 | -0.2%
